# CaV13 FRET inh: Primary screen for inhibitors of IQ motif and Ca2+-dependent inactivation inhibitor domain binding in CACNA1D, Förster resonance energy transfer in living cells, … | HEK cells, CFP/YFP FRET ICDI-IQ, plate reader, 10 min; percent FRET-ratio fall versus neutral wells | inhibition, % at 12.3 µM | hit rate 0.098% among 340,000 | AID 743397;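 active = mean replicate inhibition of at least 30% and at least 1% of replicates passing that level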;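 note: 0% = median of the neutral control wells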
# Exocytosis inh: blocks lytic granule exocytosis; TALL-104 LAMP-1 surface exposure, flow cytometry; cells stimulated with thapsigargin and PMA; AID 651702; inhibition, % at 10 µM; hit rate 0.66% among 360,000;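 active = inhibition above about 55%, limit read from the data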
# MITF TRPM1 inh: inhibitors of MITF-driven TRPM1 promoter in melanoma cells; inhibition, % at 12.5 µM; SK-MEL-5 TRPM1 promoter luciferase, 24 h; hit rate 0.83% among 330,000;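 active = mean inhibition across replicates of 60% or more, whatever share of single replicates reaches that level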; note: values of inactives mirror those of a sister screen read the other way
# Peg3 promoter: inhibitors of Peg3 promoter; HeLa PEG-Prom luciferase reporter, luminescence, overnight; hit rate 1.7% among 360,000; inhibition, % at 20 µM; AID 588405;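 active = inhibition of at least 50% at 20 µM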
# NR2E3 ag-1: human photoreceptor-specific nuclear receptor agonism; Q9Y5X4; CHO-S Gal4-NCOR/VP16-NR2E3 two-hybrid, luciferase; inhibition of corepressor binding, % at 3.98 µM; hit rate 0.35% among 360,000; AID 602229;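 active = inhibition above the mean of all tested compounds plus 3 SD, cut at about 70% in these data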;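 note: 0% = DMSO with NR2E3 transfected cells and 100% = cells lacking NR2E3 construct; higher means lower luciferase signal from less NR2E3 corepressor binding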
# Target sequence (Q9Y5X4 whole entry, looked up, the tested form may be a part): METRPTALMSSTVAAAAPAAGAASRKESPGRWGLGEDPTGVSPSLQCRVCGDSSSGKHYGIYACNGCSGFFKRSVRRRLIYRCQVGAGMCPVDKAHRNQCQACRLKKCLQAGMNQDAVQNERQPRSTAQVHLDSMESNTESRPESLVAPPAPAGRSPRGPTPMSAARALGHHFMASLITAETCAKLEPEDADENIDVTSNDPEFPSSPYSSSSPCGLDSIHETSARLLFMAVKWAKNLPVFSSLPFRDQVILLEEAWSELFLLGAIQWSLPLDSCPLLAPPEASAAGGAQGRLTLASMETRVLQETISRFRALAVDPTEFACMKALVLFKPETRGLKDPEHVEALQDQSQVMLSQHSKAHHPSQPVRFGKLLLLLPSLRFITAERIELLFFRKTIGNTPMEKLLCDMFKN
# aDG glyco up: alpha-DG glycosylation activation; AID 624168; activation, % at 10 µM; Pro5-aDG cells, alpha-DG glycosylation AlphaScreen (IIH6); 0% Pro5, 100% B10-LARGE cell signal; hit rate 0.22% among 360,000;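 active = activation of at least 8% versus controls, or a plate z-score of at least 8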;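 note: Pro5 are CHO cells carrying HIG-tagged alpha-DG that lacks glycosylation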
# PDI turbidity: PDI (human) enzyme inhibition. PDI insulin aggregation turbidity, A650, 90 min. AID 588391. inhibition, % at 10 µM. hit rate 0.052% among 350,000;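 active = mean inhibition across replicates of 30% or more, whatever share of single replicates reach that level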;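 note: absorbance from insulin aggregation driven by PDI reduction with DTT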
# Target sequence (P07237 whole entry, looked up): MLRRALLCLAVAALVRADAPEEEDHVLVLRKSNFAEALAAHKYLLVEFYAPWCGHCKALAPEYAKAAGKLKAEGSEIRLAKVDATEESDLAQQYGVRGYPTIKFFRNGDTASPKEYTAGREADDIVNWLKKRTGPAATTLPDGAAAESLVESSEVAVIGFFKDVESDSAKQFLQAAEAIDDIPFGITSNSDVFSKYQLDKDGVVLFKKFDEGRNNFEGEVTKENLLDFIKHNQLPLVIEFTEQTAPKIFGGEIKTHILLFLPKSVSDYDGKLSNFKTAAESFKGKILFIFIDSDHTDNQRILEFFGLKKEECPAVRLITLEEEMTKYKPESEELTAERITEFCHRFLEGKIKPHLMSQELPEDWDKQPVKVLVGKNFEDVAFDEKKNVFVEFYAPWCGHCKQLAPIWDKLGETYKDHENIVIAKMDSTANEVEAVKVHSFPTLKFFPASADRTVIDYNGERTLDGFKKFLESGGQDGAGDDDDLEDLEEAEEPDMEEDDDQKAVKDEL
# iPSC survival up: enhancers of human iPSC single-cell survival | hiPSC single-cell survival, ATPlite luminescence; 100% = ROCK inhibitor wells, 0% = DMSO | survival enhancement, % at 20 µM | hit rate 0.044% among 360,000; in the data active = survival enhancement above about 18%;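 note: cells exposed to compounds for 16 hours before the ATP read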
# NR2E3 ag-2: agonists of human nuclear receptor NR2E3; GST-NR2E3/biotin-RetCOR TR-FRET, 1536-well; inhibition of corepressor binding, % at 4.78 µM; hit rate 0.12% among 320,000; AID 2300;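 active = percent inhibition above the cutoff of mean plus 3 SD of all tested compounds, set per screening campaign, cut at about 20% in these data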;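 note: 0% = DMSO wells and 100% = biotin wells as full block of FRET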
#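 system = GST-tagged NR2E3 plus biotinylated RetCOR corepressor | input = 1.35 nM GST-NR2E3 | also added = 7 nM biotin-RetCOR | schedule = 5 h incubation at 4 °C | measured by = TR-FRET with europium anti-GST and streptavidin-D2, 340 nm excitation | read-out = percent loss of FRET ratio relative to control wells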
# Vif imaging: blocks HIV Vif function. HEK293T cells, Vif self-association by quenched fluorescence, imaging, 24 h. hit rate 0.35% among 340,000. inhibition, % at 7.49 µM; in the data active = inhibition above about 50%, passing the limit was not always enough; note: some results filed as inactive read as strong as hits
# HIF-2a block: blocks HIF-2a reporter activity; hit rate 0.72% among 360,000; inhibition, % at 18.8 µM; 786-0 RCC cells HIF-2a reporter, luciferase luminescence, overnight; AID 624352;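 active = inhibition of the luminescence signal of 40% or more relative to plate controls, in a single-dose primary screen at 18.75 µM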
# The depositor's hits bear a star; / = no result given; & = joins results of further samples. The order is random (roughly 3.5% active in at least one column).
SMILES,CaV13 FRET inh,Exocytosis inh,MITF TRPM1 inh,Peg3 promoter,NR2E3 ag-1,aDG glyco up,PDI turbidity,iPSC survival up,NR2E3 ag-2,Vif imaging,HIF-2a block
CN(CCc1ccccc1)c1cc2c(c3c1ccn3C)C1CCC2O1 (stereo not given),-6.8,0.1,/,-115.8,-0.1,-0.1,/,4.7,/,/,-7.7
CC1CCCCN1CCCNC(=O)c1nn(C)c2c1CS(=O)(=O)c1ccccc1-2 (stereo not given),-4.7,-2.0,5.8,8.6,6.9,0.0,3.6,-0.4,-1.6,6.3,6.0
CC(C)c1ccccc1NC(=S)NC(C)c1ccccc1 (stereo not given),-2.1,1.7,4.8,13.8,-4.4,-0.2,-6.4,-2.9,2.2,0.9,24.4
C[C@H](NC(=O)c1ccccc1Cl)C(=O)NCc1cccs1,-4.5,-2.4,2.3,3.5,6.0,-0.2,-5.3,-2.0,-2.0,5.1,6.9
CC(=O)Nc1ccc(C(=O)N/C(=C/c2ccccc2)C(=O)Nc2cccc(C(=O)O)c2)cc1,-1.1,-1.1,-10.0,11.3,-29.6,-0.1,7.6,0.1,1.8,6.3,2.5
Cc1ccc(C(=O)CSc2ccc(-c3ccncc3)nn2)cc1,-2.2,-0.4,2.0,5.4,-6.8,0.5,7.3,0.6,-0.3,-12.8,-1.3
O=C(NCc1ccco1)C(=O)c1cn(CC(=O)N2CCCCCC2)c2ccccc12,3.8,0.7,16.7,3.5,-20.0,-0.1,-1.7,0.4,-1.3,-1.5,14.5
Cc1cccc(NC(=S)Nc2c(C)n(C)n(-c3ccccc3)c2=O)c1C,/,-0.9,17.7,5.2,-4.0,0.3,-6.2,13.4,2.1,4.0,13.4
Nc1nnn(Cc2ccccc2)n1,-4.7,-0.7,-9.1,3.1,-20.6,-0.2,6.8,0.8,2.9,5.0,10.3
O=C(/C=C/c1cccc(F)c1)N(c1ccccn1)C1CCCCC1,-3.9,-2.4,16.8,20.7,-6.3,0.1,-4.9,1.9,3.5,-2.8,5.2
Cc1ccc(-c2nc(C)c(C(=O)O)s2)cc1,3.4,0.0,-23.4,-109.2,-129.6,0.2,-0.2,2.0,6.6,2.6,-125.2
O=C(NCc1ccco1)c1ccc2ccccc2n1,-2.5,-2.5,-15.5,-15.5,-10.6,-0.3,0.1,1.1,2.2,-6.4,-43.7
Cc1ccc(C)c(N(C(=O)CNC(=O)c2ccco2)C(C(=O)NC2CCCCC2)c2cccnc2)c1 (stereo not given),-2.1,-0.2,-3.1,2.0,1.1,0.1,-4.2,-0.7,-0.2,-8.2,5.7
O=C(c1cccnc1)N1CCN(CCCc2ccccc2)CC1,-5.7,0.1,2.9,-1.4,-28.6,0.2,-0.3,-0.2,1.4,-3.9,-13.8
O=C(c1cc2ccccc2o1)N1CCN(c2cccc(Cl)c2)CC1,-3.3,-6.5,3.4,13.3,-28.1,0.2,2.2,-0.4,-1.0,-0.9,7.9
CCNC(=O)c1sc(=S)n(-c2ccc(C)cc2)c1N,-7.0,-1.1,4.5,-13.8,-22.0,-0.2,-5.7,4.5,1.3,-15.5,0.3
COc1cccc(NC(=O)C(C#N)Cc2ccncc2)c1 (stereo not given),-5.0,-0.1,-3.2,7.2,0.8,-0.1,-3.1,0.3,0.7,-1.7,4.3
CCOc1ccc(NC(=O)N2CCC(NC(=O)c3ccco3)CC2)cc1,-3.7,1.3,-0.1,-7.8,-10.8,-0.1,5.9,0.1,-2.3,6.2,5.8
COc1cc(CNCCSc2nnnn2C)cc(Br)c1OCc1ccccc1F,/,3.8,-11.1,8.9,16.8,0.0,8.7,0.4,1.1,-4.8,-5.3
Cc1c(C(=O)N2CCN(c3ccccc3)CC2)oc2c(F)cccc12,-9.2,-1.9,-25.2,-64.1,-41.8,0.6,-22.3,-0.1,-1.5,-5.0,-80.3
Cc1cnc(C)c(N2CCN(Cc3nc(-c4ccccc4)no3)CC2)n1,0.5,-3.9,6.4,13.8,-25.7,0.0,-0.5,-0.5,3.1,1.4,6.8
O=C(Nc1cccc(C(=O)N2CCCC2)c1)C1CCCC1,-4.4,-3.6,9.7,-4.6,-21.2,0.0,-7.6,3.1,/,/,-1.4
CCOc1ccc(C2NCCc3cc(OC)c(OC)cc32)cc1OC (stereo not given),-18.2,-4.6,-3.3,-14.4,7.8,-0.1,3.3,1.3,2.3,-2.5,-26.5
CN(C(=O)c1ccccc1C(=O)OCC(=O)c1ccc(F)c(F)c1)C1CCCCC1,-3.7,3.2,2.3,17.9,-10.2,0.1,10.2,-0.3,/,/,6.1
O=C(NCCCc1ccccc1)N1CCOCC1,-2.4,0.8,3.8,-13.4,-11.3,0.3,-0.6,0.2,-1.1,-0.1,-19.7
O=C(NCCc1ccccn1)C(F)(F)C(F)(F)C(F)(F)C(F)(F)C(F)(F)C(F)(F)C(F)(F)C(F)F,-7.7,-3.4,0.1,1.5,-8.2,0.0,3.9,-0.3,-0.5,-8.9,5.2
Cc1cc(NS(=O)(=O)c2ccc(Br)s2)no1,-5.7,1.8,4.9,-6.2,-9.9,-0.2,-3.3,2.3,-1.1,4.3,-2.4
COc1ccccc1OCC(=O)Nc1ccccc1C(=O)NC1CC1,-1.7,-4.4,7.6,3.8,-8.4,0.2,-8.9,-0.2,2.4,14.8,3.9
Cn1c(=O)c2c(nc(CN3CCN(c4ccccc4)CC3)n2Cc2c(F)cccc2Cl)n(C)c1=O,-4.4,0.1,-12.1,17.6,-23.9,0.0,-2.0,-0.9,0.2,-2.2,22.7
CS(=O)(=O)N1Cc2ccccc2CC1C(=O)O (stereo not given),-0.6,-0.9,13.5,-2.0,2.9,-0.2,1.0,-0.4,1.4,-5.8,-1.9

# Record cards, from the list above. Order of values: CaV13 FRET inh | Exocytosis inh | MITF TRPM1 inh | Peg3 promoter | NR2E3 ag-1 | aDG glyco up | PDI turbidity | iPSC survival up | NR2E3 ag-2 | Vif imaging | HIF-2a block
# Profile of `CCOc1ccc(NC(=O)N2CCC(NC(=O)c3ccco3)CC2)cc1` = -3.7 | 1.3 | -0.1 | -7.8 | -10.8 | -0.1 | 5.9 | 0.1 | -2.3 | 6.2 | 5.8
# Profile of `Cn1c(=O)c2c(nc(CN3CCN(c4ccccc4)CC3)n2Cc2c(F)cccc2Cl)n(C)c1=O` = -4.4 | 0.1 | -12.1 | 17.6 | -23.9 | 0.0 | -2.0 | -0.9 | 0.2 | -2.2 | 22.7

# New compounds follow.
SMILES,CaV13 FRET inh,Exocytosis inh,MITF TRPM1 inh,Peg3 promoter,NR2E3 ag-1,aDG glyco up,PDI turbidity,iPSC survival up,NR2E3 ag-2,Vif imaging,HIF-2a block
CC(=O)Nc1cccc(/C(C)=N/NC(=O)c2ccccc2Cl)c1,-6.9,-1.8,-5.8,-8.7,-53.4,0.1,5.1,-4.2,5.9,-13.4,-3.3
CCn1c(O)c(N=NC2=NC(=O)CS2)c2cc(C)ccc21,/,35.6,4.7,3.4,4.4,-0.8,2.7,2.6,-2.3,-1.2,9.2
CC(C)CC(=O)Nc1nc(-c2ccc(S(=O)(=O)N3CCOCC3)cc2)cs1,-2.8,-0.6,2.3,-1.1,16.4,0.7,4.6,-0.1,/,-7.7,9.6
O=C(NNC(=O)c1ccccc1F)c1ccco1,-3.7,-3.8,-7.9,-46.0,10.9,0.1,11.9,0.4,5.5,-0.7,-86.2
O=C(CN1N=C(c2ccc(Cl)cc2)CCC1=O)NCCN1CCc2ccccc2C1,-5.6,-3.2,12.3,0.7,-6.3,-0.1,-2.5,2.1,-0.7,1.9,16.0
Cc1cccc(NC(=S)NC2CC3CCCC(C2)N3Cc2ccccc2)c1C (stereo not given),4.5,9.4,-4.0,6.9,-23.0,0.9,-2.8,-3.1,2.0,1.9,17.6
O=C(c1ccccc1Cl)N1CCN(Cc2ccc3c(c2)OCO3)CC1,-1.1,-0.6,1.5,1.6,14.3,0.0,11.4,-0.3,-3.2,-4.6,7.6
CCn1c2ccccc2c2n[nH]c(=S)nc21,-19.9,2.4,24.1,40.9,7.3,0.0,1.9,1.4,-2.3,11.0,4.2
Cc1ccc2c(c1)c1c3n2CCNC3CCC1 (stereo not given),-5.1&-0.9,8.7&2.2,-10.1&3.5,-20.9&11.7,14.3&-8.3,0.2&0.1,-3.7&-0.8,3.6&-0.3,1.9,-2.8&2.5,-10.9&-3.6
Cc1noc(C)c1C(=O)NCc1ccccc1,/,-0.7,10.4,16.3,3.0,0.2,-1.6,-2.0,-1.9,4.7,12.4
Cn1c(SCC(=O)N/N=C/c2ccc([N+](=O)[O-])s2)nnc1-c1ccccc1,-5.2,-1.2,71.3*,64.1*,-16.5,0.0,-2.7,-2.9,1.1,/,16.2
Cc1cccc(-n2ccnc2CN2CCC(CO)(Cc3ccccc3)CC2)c1,0.5,-1.7,8.8,11.7,11.7,-0.1,-2.0,0.3,-1.0,-1.6,11.2
COc1cccc(C(=O)N2CCN(C3CCC(c4ccccc4)CC3)CC2)c1OC (stereo not given),0.2,-2.7,6.9,15.8,5.9,0.7,0.7,-0.3,-1.6,/,22.0
COc1ccccc1N(CC(N)=O)S(=O)(=O)c1ccc(C)cc1,/,5.3,0.5,3.2,5.0,-0.2,0.7,-1.6,4.4,2.2,1.1
CCn1c(O)c(/C=C2\C=NN=C2c2ccccc2)sc1=S,-1.4,8.3,-1.7,6.0,-17.2,-0.2,0.2,-0.2,-1.1,-4.3,-11.8
O=C(OCCN1CCCCC1)c1cc2ccccc2o1,/,0.2,-7.3,8.5,3.4,-0.2,-1.3,5.0,2.8,-1.2,6.6
CN(C(=O)c1ccc(=O)n(Cc2ccc(Cl)cc2)c1)c1ccccc1,-6.9,-4.2,7.4,19.8,-9.7,0.4,3.8,-1.3,4.7,13.4,16.6
CN(Cc1ccon1)C(=O)CC1C(=O)NCCN1Cc1cccc(Oc2ccccc2)c1 (stereo not given),-2.1,2.9,-2.8,-3.9,13.2,0.0,-1.9,0.3,2.0,-5.8,-5.4
COc1ccccc1C(=O)NCC(=O)NCCC(c1ccccc1)c1ccccc1,-5.8,-2.9,6.8,42.4,11.8,1.4,-2.8,0.9,0.6,3.8,5.1
Cc1nc(C(F)(F)F)ccc1C(=O)N1CCC1(C)C(=O)NS(=O)(=O)c1cccc(Cl)c1 (stereo not given),-5.8,5.4,/,7.3,-1.3,0.1,1.6,1.2,/,0.1,11.0
C[C@@H]1C(=O)OC[C@H]1NC(=O)OCc1ccccc1,-9.6,0.3,-5.4,1.9,-13.7,0.1,0.5,2.3,0.4,-11.1,-0.6
O=C(Cc1c(F)cccc1Cl)c1ccc(O)cc1O,/,-0.1,5.4,-25.1,-18.7,-0.4,-8.7,0.5,-0.9,10.0,-17.9
CN=C(NC1CCCCC1)c1ccc([N+](=O)[O-])cc1,-1.2,0.5,-3.9,9.8,-5.2,0.1,-1.9,-0.6,0.8,1.3,16.6
CCOCCCN(Cc1cc2cc(C)cc(C)c2[nH]c1=O)C(=O)N(CC)CC,-3.2,0.8,6.1,14.2,-0.4,0.4,-0.8,2.2,1.4,3.6,8.8
COc1ccc(/C=C/C(=O)Nc2cc(S(=O)(=O)N3CCOCC3)ccc2N2CCCC2)cc1OC,-7.2,-1.0,8.4,16.4,-10.5,-0.5,-7.8,-0.2,3.8,-4.1,13.0

# Source: PubChem BioAssay (several laboratories)
